TDP-43 yeast inh = TDP-43 toxicity inhibition in yeast. AID 652104. actives 1.8% (n = 410,000). Potency, µM (titrated, usually from 46.1 µM), without a hit: top-dose growth rescue (activation), actives largely listed as activators. TDP-43 expressing yeast growth rescue, BacTiter-Glo, 24 h; further: % of control where 0% means no effect; nearly all actives have a fitted effect of over 50% in size
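Cell-based yeast growth screen: TDP-43 expression induced in galactose, inoculum OD600=0.02 after raffinose pregrowth to mid-log. Read-out BacTiter-Glo luminescence at 24 hr, 30 deg C; inhibition of toxicity seen as signal increase.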
GLP-1R inv ag = GLP-1 receptor (human) inverse agonism; actives 1.6% (n = 410,000); Potency, µM (highest dose often 38.3 µM), for the others: at the highest dose activity change, negative = inhibition, usual class: inhibitors; AID 624417; HEK293 GLP-1R CRE-luciferase, luminescence, 24 h; GLP-1R form is constitutively active; P43220; further: on the % scale 0 is the no-effect control and ±100 the full control effect; nearly all actives have a fitted effect of over 55% in size
Target sequence (P43220 whole entry, looked up): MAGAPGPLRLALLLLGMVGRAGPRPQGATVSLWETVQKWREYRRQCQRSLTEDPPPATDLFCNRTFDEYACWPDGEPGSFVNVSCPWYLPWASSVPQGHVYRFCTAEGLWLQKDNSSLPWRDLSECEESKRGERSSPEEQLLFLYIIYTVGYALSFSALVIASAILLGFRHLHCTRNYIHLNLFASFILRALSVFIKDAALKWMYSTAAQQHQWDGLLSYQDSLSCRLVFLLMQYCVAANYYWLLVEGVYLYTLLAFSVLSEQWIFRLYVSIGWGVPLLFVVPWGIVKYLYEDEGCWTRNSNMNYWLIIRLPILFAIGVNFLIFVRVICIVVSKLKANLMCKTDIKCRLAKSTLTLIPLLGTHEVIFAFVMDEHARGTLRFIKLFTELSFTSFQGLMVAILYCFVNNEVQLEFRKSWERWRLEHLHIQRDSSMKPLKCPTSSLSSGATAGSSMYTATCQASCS
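GLP-1R inverse agonism mode: basal reporter luminescence in engineered HEK293 cells measured after one day of compound exposure at 37 deg C, with a 12 min room-temperature detection step.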
HEK293 tox = cytotoxicity counter-screen for GLP-1 receptor inverse agonists; AID 624418; HEK293 cAMP-luciferase reporter cells, luminescence, 24 h; Potency, µM (series often up to 38.3 µM), for inactives: at the top dose activity change, negative = inhibition, hits mostly inhibitors; actives 0.13% (n = 410,000);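 further: loss of luciferase light is scored as toxicity; on the % scale 0 is the no-effect control and ±100 the full control effect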
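MLSMR compounds, 24 hr on cells at 37 deg C/5% CO2; luminescence after luciferase reagent (12 min RT). Inhibition counted as the undesired cytotoxic outcome.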
Active calls of the source: *; ? = inconclusive; [ ] = dose if it differs, or a comment. The call rests on the fitted dose curve; in most records, active means well fitted curve in the direction sought with a large enough effect; inconclusive means small, poorly fitted or top-dose-only effect, or another doubt; inactive means no such curve, though single readings can be large; an effect the other way counts as inactive or inconclusive. Potency means the concentration at half of the fitted maximal effect. Only part of the results is shown; rates above refer to the full screens.

SMILES	TDP-43 yeast inh	GLP-1R inv ag	HEK293 tox
O=C(CSc1nc2c([nH]c3ccccc32)c(=O)n1-c1ccccc1)N1CCCCC1	0%	4%	-12%
CC1CCCCN1C(=O)CSc1nc2ccccc2nc1Cc1ccccc1 (centres undefined)	3%	?	-4%
CCCNC(=O)Cn1nc(C)c2c(C)n(-c3ccccc3)nc2c1=O	-5%	-3%	1%
CCOc1ccc(C2c3c(oc4ccc(C)cc4c3=O)C(=O)N2CCCN(C)C)cc1OC (centres undefined)	-1%	3%	35%[activator]
Cc1cc(S(=O)(=O)C(CNC(=O)COc2ccccc2)c2cccs2)ccc1F (centres undefined)	4%	-16%	0%
CCOc1ccccc1NC(=O)CSc1c2c(nc3ccc(Cl)cc13)CCCC2	27%	0%	3%
Cc1[nH]c2ccccc2c1C(=O)C(=O)NC1CC(=O)N(c2ccccc2)C1 (centres undefined)	26%	23%	0%
Cc1cccc(NC(=O)c2cc(S(=O)(=O)N3CCN(c4ccccc4F)CC3)ccc2F)c1C	12%	6%	5%
O=C(NC1CCCC1)c1ccc2c(=O)n(Cc3ccccc3)c(SCc3ccccc3F)nc2c1	-5%	17%	18%
O=C(CSc1nc(=O)[nH]c2c1CCCC2)NCc1ccccc1	5%	14%	2%
O=C(NCc1ccccc1)C(=O)NCC(c1ccc2c(c1)OCO2)N1CCOCC1 (centres undefined)	7%	9%	-1%
COc1cccc2c1cc1c(=O)n(CC(=O)N3CCCCC3)nc(C)n12	4%	-1%	18%
CCc1cc2c(cc3c(=O)n(CC(=O)N4CCCCC4)ncn32)s1	23%	-12%	-15%
COc1cccc(-c2cn3c(n2)sc2cc(C(=O)NCc4ccccc4F)ccc23)c1	?	15%	5%
CCOc1ccccc1CNC(=O)c1oc2c(c1C)-c1nn(Cc3cccc(Cl)c3)cc1CC2	9%	?	-5%
CCc1cccc(NC(=O)c2cc(-c3ccccc3)n[nH]2)c1	13%	14%	0%
CCOc1ccc(NC(=O)NC(C)c2c(-n3cccc3)sc3c2CCN(CC)C3)cc1 (centres undefined)	11%	10%	-6%
CCc1ccc(NC(=O)N2CCOc3ccc(Cl)cc32)cc1	10%	?	10%
COc1ccc(-c2nc(CNS(=O)(=O)c3ccccc3)cs2)cc1	29%	-12%	-5%
COCCCNC(=O)c1cnc2sc(N3CCCCCC3)nn2c1=O	16%	10%	2%
CCOC(=O)c1cc(-c2ccccc2)n(CC(=O)Nc2ccc(CC)cc2)c1C	6%	-7%	15%
Cc1cc(C)c(S(=O)(=O)NCc2csc(-c3ccccc3)n2)c(C)c1	?	?	5%
CCc1ccc(NC(=O)CC2C(=O)N(c3ccc(Cl)cc3)C(=O)N2C2CCCC2)cc1 (centres undefined)	1%	?	-13%
CCOC(=O)C1CCN(c2ncnc3c2c(-c2ccccc2)cn3-c2ccc(Cl)cc2)CC1	22%	-75%	-23%
Cc1ccc(Cn2c(CNS(=O)(=O)c3ccc(Cl)s3)nc3cccnc32)cc1	-3%	-4%	-1%
Other compounds:
SMILES	TDP-43 yeast inh	GLP-1R inv ag	HEK293 tox
CCCCOc1cccc(C(=O)N(Cc2ccc(Br)o2)C2CCS(=O)(=O)C2)c1 (centres undefined)	24%	-3%	-12%
Cc1ccc(C)c(N2CCN(S(=O)(=O)c3ccc4c(c3)n(C)c(=O)c(=O)n4C)CC2)c1	-8%	8%	-6%
COc1ccc(CCNC(=O)c2ccc(Cn3c(SCC(=O)NCCC(C)C)nc4cc5c(cc4c3=O)OCO5)cc2)cc1OC	10%	6%	9%
CCOC(=O)c1cccc(NC(=O)CC2C(=O)N(c3ccc(C)cc3)C(=O)N2Cc2cccc(OC)c2)c1 (centres undefined)	3%	?	-14%
CCc1ccc(NC(=O)c2ccc(F)c(S(=O)(=O)N(C)C3CCCCC3)c2)cc1	?	?	-4%
Cc1ccc(NC(=O)Cn2nnnc2-c2ccccc2N)cc1	11%	-23%	10%
Cc1noc(/C=C/c2ccccc2F)c1S(=O)(=O)N1CCC(C(=O)NCc2ccco2)CC1	9%	13%	1%
COc1ccc(-c2nc3scc(CCNS(=O)(=O)c4c(C)noc4C)n3n2)cc1OC	0%	61%[activator]	3%
Cc1ccc(-n2nc3c(=O)n(C(C)C(=O)O)nc(C)c3c2C)cc1 (centres undefined)	-2%	7%	2%
Cc1cccc(NC(=O)Cn2c(=O)c3cccn3c3ccccc32)c1C	1%	7%	21%
Cc1cc(C)n(-c2nc(C)c(C)c(=O)n2CC(=O)Nc2cccc([N+](=O)[O-])c2)n1	26%	13%	5%
CC(C)(C)c1ccc(S(=O)(=O)N2CCC(Oc3ccc(-n4cnnn4)cc3)CC2)cc1	20%	9%	1%
CCc1ccc(NC(=O)Nc2cn(C)c(=O)c3ccccc23)cc1	?	-12%	8%
CCOc1ccccc1C(=O)NCc1ccc2c(c1)CCN2C(C)=O	?	-9%	-14%
CSc1ccc(CCNC(=O)c2ccc3c(c2)nc2n3CCC(C)C2)cc1 (centres undefined)	3%	5%	-8%
CSc1ccc(CNC(=O)CCc2c(C)nn(-c3ccc(N4CCCC4)nn3)c2C)cc1	-3%	8%	-4%
Cn1nc(C(=O)Nc2ccccc2C#N)c2c1-c1ccccc1SC2	1%	13%	-18%
CCN(c1cc(C)cc(C)c1)S(=O)(=O)c1nnc(NC(=O)c2ccccc2C)s1	15%	?	-16%
CCOc1ccc(NC(=O)c2noc3c2CSc2ccccc2-3)cc1	15%	-27%	-3%
CCOc1cccc(Nc2nn(-c3ccc(OC(F)(F)F)cc3)nc2C(C)=O)c1	4%	6%	0%
Cc1c(C(=O)Nc2cc(F)ccc2F)sc2nc(-c3ccc(F)cc3)cn12	8%	-6%	-3%
Cc1ccc(NC(=O)CSc2n[nH]c(-c3ccc(F)cc3)n2)cc1F	9%	-1%	-5%
COc1ccc(Nc2nc3c(S(=O)(=O)c4ccccc4)nnn3c3ccc(Cl)cc23)cc1	20%	-2%	-1%
COc1ccc(-n2ccn(CC(=O)Nc3ccccc3C(F)(F)F)c(=O)c2=O)cc1OC	-15%	9%	-4%
CCN(Cc1ccccc1)C(=O)CN1C(=O)COc2ccc(S(=O)(=O)N3CCOCC3)cc21	11%	6%	-6%
(further entries)
SMILES	TDP-43 yeast inh	GLP-1R inv ag	HEK293 tox
Cc1cccc(NC(=O)c2c(NC(=O)C(F)(F)F)sc3c2CCCCC3)c1	14%	?	-23%
COc1ccc(CNS(=O)(=O)c2cc(C(=O)Nc3cc(Cl)cc(Cl)c3)ccc2F)cc1	14µM*	?	-8%
CCS(=O)(=O)c1ccccc1C(=O)N(Cc1cccnc1)c1nc2cc(C)c(C)cc2s1	?	?	-8%
COc1ccc(OC)c(CCNc2nc3cc(OC)c(OC)cc3c3nc(-c4cccnc4)nn23)c1	-8%	3%	-1%
O=C(NC1CCCCC1)c1ccc2c(c1)N(Cc1ccc(F)cc1)C(=O)c1ccccc1S2(=O)=O	10%	2%	6%
Cc1csc2nc(-c3cccc(NC(=O)C(C)C)c3)cn12	8%	6%	-9%
CC(C)CC(=O)Nc1ccc(C(=O)OCc2cc(=O)n3nc(C(C)C)sc3n2)cc1	0%	-19%	-2%
Cc1cc(C)c(NC(=O)CCn2c(=O)c3cccn3c3ccccc32)c(C)c1	17%	6%	3%
CC(=O)c1ccc(NC(=O)CCn2nc(C)c(S(=O)(=O)N3CCC(C)CC3)c2C)cc1	20%	5%	4%
COc1ccc(CNC(=O)CCc2c(C)nn(-c3ccc(N4CCCC4)nn3)c2C)c(OC)c1	3%	7%	-1%
CCc1ccc(NC(=O)CC2C(=O)N(c3ccc(Cl)cc3)C(=O)N2Cc2cccs2)cc1 (centres undefined)	6%	?	-3%
Cc1cc(Nc2ccc(F)cc2F)nc(-n2nc(C)cc2C)n1	?	-21%	-2%
COc1ccc(-c2cn3c(C)c(C(=O)Nc4cc(C)cc(C)c4)sc3n2)cc1	27%	-32%	-5%
O=C(Cn1c(SCc2ccc(F)cc2)nc2cccnc21)Nc1ccccc1F	14%	13%	4%
CCn1c2ccccc2c2cc(CN3CCN(Cc4ccc(Br)cc4)CC3)ccc21	-18%	?	5%
COc1ccc(C(=O)N2c3nc(-c4ccco4)nn3C3(CCCCC3)[C@@H]3CCCC[C@@H]32)cc1OC	15%	-8%	-12%
CCOC(=O)c1ccc(CN(Cc2ccc(F)cc2)S(=O)(=O)c2ccc(F)c(C(=O)Nc3cc(Cl)ccc3OC)c2)cc1	23%	15%	2%
CCc1ccccc1-n1cnc2cc(C(=O)NC3CCCCCC3)ccc21	?	?	-14%
Cc1ccc2c(=O)c(C(=O)c3cccc(Cl)c3)cn(CC(=O)NCc3ccc(F)cc3)c2n1	24%	15%	5%
Cc1ccc(C)c(N2CCN(Cc3csc(C)c3)CC2)c1	18%	?	-3%
Cc1ccc(-c2nc(NC(=O)CSc3nc(C)nc4sc5c(c34)CCCC5)ns2)cc1	5%	13%	1%
COc1ccc(NC(=O)CC2C(=O)N(c3ccc(C)cc3)C(=O)N2C2CCCC2)cc1 (centres undefined)	0%	-9%	-8%
COc1ccc(-c2cn3c(n2)sc2cc(C(=O)NCCC4=CCCCC4)ccc23)cc1	20%	16%	3%
CCC(C(=O)NCc1cc(OC)ccc1OC)n1nc(C)c2sc3ccccc3c2c1=O (centres undefined)	13%	12%	-2%
Cc1ccccc1Nc1c(-c2cc(Br)ccc2F)nc2ccccn12	-18%	-6%	-5%
Cc1ccc(S(=O)(=O)NCc2ccc(C(=O)NCCc3cccc(C)c3)cc2)cc1	4%	16%	-3%
